Screening data (PubChem)
Myeloid diff MLP – compounds promoting myeloid differentiation; ER-HoxA9 myeloid progenitors, lysozyme-GFP differentiation, flow cytometry; calls only at 10 µM; hit rate 1% among 360,000; AID 624256;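 active means normalized GFP-positive differentiation at or above the plate's own cutoff, the solvent-only control mean plus 3 SD; inconclusive means no clear call, values can overlap the other calls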;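 further: cells exposed to compound for four days before flow analysis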
Myeloid diff MLP GFP+ MAC1+ % – further read-out of Myeloid diff MLP, marked with its call; GFP+ MAC1+ double positive, %; measured here: differentiation confirmed by MAC1 staining
Active calls of the source: *; i = inactive; ? = inconclusive; · = no result given; + = active, no number.

SMILES	Myeloid diff MLP	Myeloid diff MLP GFP+ MAC1+ %
CC(C)(C)NC(=O)C(c1ccnc2ccccc12)n1c(=O)c(-c2ccccc2)nc2ccccc21 (centres undefined)	i	3.4
Cc1ccc(S(=O)(=O)NCC(=O)OC(C)C(=O)NCc2ccc3c(c2)OCO3)cc1 (centres undefined)	i	1.4
CN1CCC(NC(=O)C2(C)CCN2Cc2ccc3ccccc3c2)CC1 (centres undefined)	i	0.8
COc1cc2c(cc1OC)[C@@H](NC(=O)C(C)C)[C@H](OCc1ccccc1)C2	i	0.3
COc1ccc(C(=O)NCCCn2nc(C)cc2C)cc1S(=O)(=O)N1CCOCC1	i	1.4
Cc1ccccc1N=C1C(=O)Nc2ccccc21	i	1.2
Cc1c(C(=O)NCC2CC2)sc(=O)n1Cc1cccc(F)c1	i	4.3
CCCN(C(=O)COC(=O)c1nc2nccc(C)n2n1)C1CCS(=O)(=O)C1 (centres undefined)	i	0.5
Oc1ccccc1-c1n[nH]c(-c2ccccc2O)n1	?	·
CCOc1ccc(/C(O)=C2\C(=O)C(=O)N(c3ccccn3)C2c2ccccc2F)c(C)c1 (centres undefined)	i	0.5
CCOC(=O)c1cc(C(=O)NNC(=O)c2cccc([N+](=O)[O-])c2)c(C)nc1C	i	1.0
CCCS(=O)(=O)NC(=O)C1(C)CCCN(C(=O)CCc2cccs2)C1 (centres undefined)	i	1.1
CCN(CC)c1ncnc2c1ncn2[C@H]1CN(Cc2ccccc2)C[C@@H](COC(C)=O)O1	i	0.7
O=C(Nc1cccc(S(=O)(=O)N2CCOCC2)c1)C1CCCCN1S(=O)(=O)c1ccccc1 (centres undefined)	i	0.9
Cc1ccc2c(c1)CO[C@]21O[C@H](CCO)C[C@H](O)[C@H]1O	i	0.5
CC(C)OC1=CC(=O)OC(c2cccc(Cl)c2)C1 (centres undefined)	i	2.8
CCOC(=O)C1CC(CN2C(=O)c3ccccc3C2=O)OC1=O (centres undefined)	i	1.0
CC1CC(C)CN(S(=O)(=O)c2ccc(F)c(C(=O)NC3CCCCC3C)c2)C1 (centres undefined)	i	0.4
CNc1cc(-c2ccc(CC#N)cc2)ncn1	i	0.7
CC1CC(C(O)c2ccccn2)C(=O)C(C(O)c2ccccn2)C1 (centres undefined)	i	0.6
CC1(C(=O)NS(=O)(=O)c2ccccc2Cl)CCN1C(=O)Cc1cccc2ccccc12 (centres undefined)	i	0.7
O=C(CC[C@H]1O[C@@H](n2cnc3c(NC(=O)c4ccccc4)ncnc32)[C@H](O)[C@@H]1O)NCc1ccc(OC(F)(F)F)cc1	i	0.8
O=C(NCc1ccco1)c1ccc(C(=O)NCc2ccco2)cc1	i	0.9
Cc1ccc2nc(-c3cccc(Cl)c3)c(Cc3ccccc3)n2c1	i	1.7
CC(=O)N1CCN(S(=O)(=O)c2cccc(C(=O)OCc3ccc(F)cc3)c2)CC1	i	0.6
COc1ccc(CCNC(=O)CC(=O)N/N=C\c2ccc(OCC(N)=O)cc2)cc1OC	i	0.3
COc1ccccc1S(=O)(=O)N1CCn2cccc2C1C (centres undefined)	i	1.7
COc1ccc(-c2csc(C(C)(O)c3ccncc3)n2)cc1OC (centres undefined)	i	1.2
CC(=O)Nc1ccc(CN2C(=O)C(Cc3ccccc3)ON=C2c2ncccc2C)cc1 (centres undefined)	i	2.4
CCOC(=O)C1=C(C)NC(C)=C(C(=O)OCC)C1c1ccncc1	i	0.3
COc1ccc(C)cc1N1CC(C(=O)OCc2nc(N)nc(Nc3ccccc3C)n2)CC1=O (centres undefined)	i	0.4
CC(C)n1nnnc1C1c2ccccc2C(=O)N1Cc1cccs1 (centres undefined)	i	0.9
COc1ccc(S(=O)(=O)Nc2ccc3c(c2)C(=O)N([C@@H](C)CO)C[C@@H](C)[C@H](CN(C)C(=O)CCCN(C)C)OCCCC[C@H](C)O3)cc1	i	1.5
CC(=O)NC1=CC(=C[N+](=O)[O-])C=C1O	i	1.1
CCCCN(C(C)=O)c1c(CC)nc2ccc(C(=O)NCCOc3ccc(OC)cc3)cn12	i	0.8
CNC(=O)OC1CC2CC1[C@H]1CCCCN1C2=O (some centres undefined)	i	0.6
CC(C)C[C@@H](CN1CCC[C@H]1CN1C(=O)C(=O)NC[C@@H]1Cc1ccccc1)N1C[C@H](Cc2ccc(O)cc2)N(CC2CCCCC2)C(=O)C1=O	i	1.3
Cc1ccc(S(=O)(=O)N2CCN(C(=O)COC(=O)c3ncc(Cl)c(Cl)c3Cl)CC2)c(C)c1	i	0.7
CC1(C(=O)Nc2ccc3nc[nH]c3c2)CCN1C(=O)C1(c2ccccc2)CC1 (centres undefined)	i	0.8
COc1ccc(NC(=O)C2Cc3c(-c4cccc(C(N)=O)c4)ccnc3O2)cn1 (centres undefined)	i	0.7
O=S1(=O)C=C[C@H](COCc2ccccc2)N1	i	1.7
Cc1cccc(C)c1NC(=O)C1c2ccccc2OCC(=O)N1C1CC1 (centres undefined)	i	0.3
COC(=O)c1sc(NC(=O)OCc2ccccc2)nc1CCNC(=O)OC(C)(C)C	i	4.6
CCOC(=O)C1CCCN(C(=O)c2cccc(S(=O)(=O)N(C)c3ccc(OC)cc3)c2)C1 (centres undefined)	i	1.8
O=NN(Cc1cccnc1)C(=O)NC1CCCCC1	i	1.0
COC(=O)C[C@H]1C[C@@H]2c3cc(NC(=O)Nc4ccc(F)cc4)ccc3O[C@@H]2[C@@H](CO)O1	i	2.5
O=C1CCC[C@@H]2CC(N3CCCCC3)C[C@@H]3CCN1[C@H]23 (some centres undefined)	i	0.7
Cc1ccc(S(=O)(=O)N2C[C@@H](C)[C@]3(C2)[C@H](O)[C@H](OC(=O)Nc2cccs2)C[C@H]2C(=O)N(c4ccccc4)C(=O)[C@H]23)cc1	i	1.8
O=C(Cc1ccc(Cl)cc1)NCC(=O)N1CCC2(CC1)NCCc1[nH]cnc12	i	1.1
Cc1ccc(S(=O)(=O)N2C[C@H]3C(=O)C[C@@H](c4ccccc4)N(S(=O)(=O)c4ccc(C)cc4)[C@H]3C[C@H]2c2cccc(C)c2)cc1	+	3.0*
Cc1cc2nc(-c3ccc(F)cc3)c(Cc3ccsc3)n2c(C)c1Br	i	1.3
Brc1ccc(Br)c2cnccc12	i	0.9
CC1(C)N=C(N)N=C(N)N1c1cc(Cl)ccc1Cl	i	0.3
O=C(NCCN1CCC(n2c(=O)[nH]c3ccccc32)CC1)c1ccccc1C(F)(F)F	?	·
CC(NCC(=O)Nc1ccccc1C(=O)NC1CC1)c1ccc(Cl)cc1 (centres undefined)	i	0.6
O=C(O)c1c2c(nc3ccc(S(=O)(=O)N4CCC(C(=O)NCc5ccccc5)CC4)cc13)CCCC2	i	0.7
COC(=O)c1ccc2nc(-c3cccc(Cl)c3)c(Cc3ccccc3OC)n2c1	i	0.7
CCn1cc(C(=O)NC2CCCC2)c(=O)c2cc(S(=O)(=O)N3CCOCC3)ccc21	i	0.3
CC(=O)Nc1ccc(S(=O)(=O)N[C@@H](C)C(=O)OCC(=O)c2ccc(Br)s2)cc1	i	1.3
COC(=O)[C@]12CCCCC=C1N(CCC1=CCCCC1)C(=O)[C@H](CC(=O)NCCCCc1ccccc1)C2	i	1.3
Next part
SMILES	Myeloid diff MLP	Myeloid diff MLP GFP+ MAC1+ %
O=C(c1cccc(Cl)c1)N1CCC2CC1c1cc(-c3ccccc3)ccc12 (centres undefined)	i	1.5
COc1cc(Cn2c3ccc(NC(=O)CCc4ccccc4)cc3c(=O)n2C)ccc1F	?	·
NC(=O)c1ncn([C@@H]2O[C@H](CNS(=O)(=O)c3cc4ccccc4s3)[C@@H](O)[C@H]2O)n1	i	0.3
COc1cc(OCc2ccccc2)c(CC(=O)O)c([N+](=O)[O-])c1	i	1.5
O=S1(=O)CC(N2CC=CC2)CN1Cc1cn(Cc2cccc(Cl)c2)nn1 (centres undefined)	i	1.1
COc1ccc(C(=O)N/C(=C\c2cn(S(=O)(=O)N(C)C)c3ccccc23)C(=O)N2CCCC2)cc1	i	0.3
Clc1cccc(Cc2c(-c3ccco3)nc3ccc(Br)cn23)c1	i	0.7
O=C(NCC(c1cccs1)N1CCOCC1)C1CCN(S(=O)(=O)c2cc(Cl)ccc2Cl)CC1 (centres undefined)	i	1.9
O=C(C[C@@H]1C[C@@H]2c3cc(NS(=O)(=O)c4ccc(F)cc4)ccc3O[C@@H]2[C@H](CO)O1)NCc1ccc(Oc2ccccc2)cc1	i	1.1
COc1cccc(NC(=O)C2(C)CCN2Cc2ccccc2Cl)c1 (centres undefined)	i	0.3
O=S(=O)(O)c1cc(O)c2cc(Nc3ccccc3)ccc2c1	i	0.6
O=C(c1[nH]c(C(F)(F)F)nc1-c1ccccc1)N1CCN(c2ccccn2)CC1	i	1.5
CC(O)(c1ccc(F)c(F)c1)c1nc(-c2ccc(Cl)cc2)cs1 (centres undefined)	i	1.3
NC(c1ccccc1)c1csc(Nc2ccc(S(N)(=O)=O)cc2)n1 (centres undefined)	i	1.6
CC(=O)N1CCc2cc(NC(=O)C3(C)CCN3Cc3ccccc3OC(F)F)ccc21 (centres undefined)	i	0.4
Cc1cccc(C)c1NC(=O)C1(C)CSCC(=O)N1CCCn1ccnc1 (centres undefined)	i	2.0
CC1(C(=O)NS(=O)(=O)c2ccc(Cl)cc2)CCN1C(=O)CC1CCCC1 (centres undefined)	i	1.6
CC(O)C(NS(=O)(=O)c1ccc(Cl)cc1)C(=O)OCCOc1ccc(F)cc1 (centres undefined)	i	1.4
COC(=O)C1=CN(c2c(C)cc(C)cc2C)C(N)=C(C#N)C1c1ccccc1 (centres undefined)	i	1.0
CC=C1OC(n2cnc3c(N)ncnc32)C(O)C1O (centres undefined)	i	0.9
CCN(CC)c1ncnc2c1ncn2[C@H]1CN(Cc2ccc(Cl)cc2)C[C@@H](CO)O1	i	1.1
Cc1ccc(-c2nc3ncccc3o2)cc1NC(=O)c1ccc2c(c1)OCO2	i	0.5
CC(=O)Nc1ccc(N=Nc2ccccc2)cc1[N+](=O)[O-]	i	0.9
O=C1C(Sc2ccccc2)=C[C@@]2(O)CC[C@@H](O)[C@]1(Sc1ccccc1)[C@H]2O	i	0.0
O=C(O)C1CCCCC1C(=O)Nc1ccc(S(=O)(=O)N2CCOCC2)cc1 (centres undefined)	i	1.0
Fc1ccc(-c2nc3ccc(Cl)cn3c2Cc2ccccc2C(F)(F)F)cc1	i	0.6
Cc1cccc(Cc2cccc(C)c2O)c1O	i	0.4
COc1ccc(NC(=O)C2c3ccccc3OCC(=O)N2CC(F)(F)F)cc1 (centres undefined)	i	1.3
COc1ccc(CNC(=O)C[C@H]2C[C@H](C(=O)N3CCOCC3)[C@@]3(C)c4[nH]c5cc(-c6ccco6)ccc5c4CCN3C2=O)cc1OC	i	1.1
Cc1ccc(Cl)cc1-c1cc(C(=O)N2CCc3ccccc3C2)[nH]n1	i	0.9
COc1ccc(-c2nc(S(=O)(=O)c3ccccc3)c(N3CCN(C)CC3)o2)cc1	i	0.6
Cc1ccc2nc(-c3cccc(Br)c3)c(CC3CCCCC3)n2c1	i	0.5
CN1CCN(C(=O)C[C@H]2CC[C@H]3[C@@H](COC[C@@H](O)CN3Cc3cccc(F)c3)O2)CC1	i	1.2
COC(=O)[C@@]12C[C@@H](CC(=O)NCc3ccccc3)C(=O)N(Cc3cccc4ccccc34)C1=CCC(C)(C)C2	i	6.0
COc1cc(OC)c(N(C)S(=O)(=O)c2cccc(C(=O)NCc3cccs3)c2)cc1Cl	i	1.4
O=C(NC1CCCCC1)c1ccc2ccccc2c1O	i	1.1
COCOCCn1cc(CN2CCS(=O)(=O)N(Cc3ccc(-c4ccc(Cl)nc4)cc3)C(CC(C)C)C2=O)nn1 (centres undefined)	i	0.9
O=C(CCCN1C(=O)C(=Cc2ccc3c(c2)OCO3)SC1=S)Nc1ccc(C(=O)O)c(O)c1	i	3.7
CC1CCc2c(ccc3ccccc23)C1=O (centres undefined)	i	0.8
CCCNC(=O)c1cc2c(c(-c3cccc(-c4ccc(C#N)cc4)c3)n1)[C@@H](CCO)N(C(=O)CC)C2	i	0.7
CCc1ccc(CN(C)C(=O)C2=CC=CN3CCS(=O)(=O)N=C23)cc1	i	1.5

Filtered by structure: the entries above containing two or more sulfur atoms.
SMILES	Myeloid diff MLP	Myeloid diff MLP GFP+ MAC1+ %
CCCS(=O)(=O)NC(=O)C1(C)CCCN(C(=O)CCc2cccs2)C1 (centres undefined)	i	1.1
O=C(Nc1cccc(S(=O)(=O)N2CCOCC2)c1)C1CCCCN1S(=O)(=O)c1ccccc1 (centres undefined)	i	0.9
Cc1ccc(S(=O)(=O)N2C[C@@H](C)[C@]3(C2)[C@H](O)[C@H](OC(=O)Nc2cccs2)C[C@H]2C(=O)N(c4ccccc4)C(=O)[C@H]23)cc1	i	1.8
Cc1ccc(S(=O)(=O)N2C[C@H]3C(=O)C[C@@H](c4ccccc4)N(S(=O)(=O)c4ccc(C)cc4)[C@H]3C[C@H]2c2cccc(C)c2)cc1	+	3.0*
CC(=O)Nc1ccc(S(=O)(=O)N[C@@H](C)C(=O)OCC(=O)c2ccc(Br)s2)cc1	i	1.3
NC(=O)c1ncn([C@@H]2O[C@H](CNS(=O)(=O)c3cc4ccccc4s3)[C@@H](O)[C@H]2O)n1	i	0.3
O=C(NCC(c1cccs1)N1CCOCC1)C1CCN(S(=O)(=O)c2cc(Cl)ccc2Cl)CC1 (centres undefined)	i	1.9
NC(c1ccccc1)c1csc(Nc2ccc(S(N)(=O)=O)cc2)n1 (centres undefined)	i	1.6
O=C1C(Sc2ccccc2)=C[C@@]2(O)CC[C@@H](O)[C@]1(Sc1ccccc1)[C@H]2O	i	0.0
COc1cc(OC)c(N(C)S(=O)(=O)c2cccc(C(=O)NCc3cccs3)c2)cc1Cl	i	1.4
O=C(CCCN1C(=O)C(=Cc2ccc3c(c2)OCO3)SC1=S)Nc1ccc(C(=O)O)c(O)c1	i	3.7

Some of the compounds tested. The share of hits here may be higher or lower than overall.
